# aSyn rescue – qHTS of alpha-syn Inhibitors | Yeast expressing alpha-synuclein, growth rescue, BacTiter-Glo, 24 h | Potency, µM (top dose mostly 46.1 µM), inactives show top-dose growth rescue (activation), actives largely listed as activators | 370,000 tested, 0.14% active | AID 652106, 2013; further: potency means the concentration at half of the fitted maximal effect; % of control where 0% means no effect; nearly all actives have a fitted effect of over 65% in size
#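 Screening used galactose-induced yeast with toxic alpha-synuclein levels, exposed to compound for 24 hr at 30 deg C. Cell growth, read with BacTiter-Glo luminescence, gave the measured signal.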
# HEK293 tox – qHTS of GLP-1 Receptor Inverse Agonists: Cytotox Screen; HEK293 cAMP-luciferase reporter cells, luminescence, 24 h; Potency, µM (highest dose often 38.3 µM), inactives show at the highest dose activity change, negative = inhibition, hits mostly inhibitors; 410,000 tested, 0.13% active;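 further: loss of luciferase light is scored as toxicity; potency means the concentration at half of the fitted maximal effect; on the % scale 0 is the no-effect control and ±100 the full control effect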
#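 Cells in DMEM/10% Nu serum/1% pen-strep, 1536-well format. Pre-incubated 12 h, dosed with 23 nL compound, incubated a further 24 h. Luciferase detection, 12 min at room temp, luminescence.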
# Akt phos inh – HTS Assay for Inhibitors of Akt Phophorylation: Primary Screen; Neuro2A IGF-stimulated pAkt S473 HTRF, 20 min; active compounds read low; activity change, % for hits at 50 µM; 360,000 tested, 0.32% active; AID 651550, 2012; in the data active means activity change below about -80%; inconclusive means mostly about -51% to -80%; further: on the % scale 0 is the no-effect control and ±100 the full control effect
#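 Neuro2A cells (4,500/well, DMEM with 0.5% FBS) were treated with compound at a single 50 µM final concentration, stimulated with 6 nM IGF for 20 min at 37 °C, and lysed. Phospho-Akt Ser473 was read by HTRF as 665/615 ratio ×10^4.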
# TDP43 rescue – qHTS of TDP-43 Inhibitors; AID 652104, 2013; 410,000 tested, 1.8% active; TDP-43 expressing yeast growth rescue, BacTiter-Glo, 24 h; Potency, µM (doses to about 46.1 µM), for inactives: at the top dose growth rescue (activation), actives largely listed as activators; further: potency means the concentration at half of the fitted maximal effect; % of control where 0% means no effect; nearly all actives have a fitted effect of over 50% in size
#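 Growth rescue of TDP-43-toxic yeast measured as ATP luminescence (BacTiter-Glo). Cells grown to mid-log in raffinose, induced in galactose at OD600=0.02, exposed to compound 24 hr at 30 deg C.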
# FUS yeast rescue – qHTS for Suppressors of FUS Proteinopathy: Primary screen using FUS-linked yeast assay; S. cerevisiae FUS-expressing, growth rescue, OD600, 24 h; Potency, µM (titrated, usually from 76.6 µM), without a hit: at the top dose growth rescue (activation), hits mostly activators; 390,000 tested, 0.24% active; AID 1347120, 2019;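 further: potency means the concentration at half of the fitted maximal effect; plate controls were DMSO vehicle for no effect and reference control for full effect; nearly all actives have a fitted effect of over 55% in size; some results filed as inactive show a strong effect at the top dose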
#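 Yeast FUS proteinopathy model; galactose-induced FUS (2%), starting OD 0.005. Cpds in dilution series, 24hr, 30C, 99% humidity. Abs 600 nm growth. Pos ctrl CP55940 (top 92uM final); neg ctrl DMSO.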
# PTHR1 ag – qHTS for PTHR1 Agonists: Primary Screen | Parathyroid hormone/parathyroid hormone-related peptide receptor (Homo sapiens), Q03431 | HEK293 GP2 PTHR1 cells, GloSensor cAMP luminescence, 1 h | Potency, µM (doses to about 115 µM), for inactives: at the top dose activation, usual class: activators | 410,000 tested, 0.075% active | AID 743266, 2014; further: potency means the concentration at half of the fitted maximal effect; nearly all actives have a fitted effect of over 55% in size; some results filed as inactive show a strong effect at the top dose; inactives centre near -15; many of its hits are not listed in these tables
# Target sequence (Q03431 whole entry, looked up): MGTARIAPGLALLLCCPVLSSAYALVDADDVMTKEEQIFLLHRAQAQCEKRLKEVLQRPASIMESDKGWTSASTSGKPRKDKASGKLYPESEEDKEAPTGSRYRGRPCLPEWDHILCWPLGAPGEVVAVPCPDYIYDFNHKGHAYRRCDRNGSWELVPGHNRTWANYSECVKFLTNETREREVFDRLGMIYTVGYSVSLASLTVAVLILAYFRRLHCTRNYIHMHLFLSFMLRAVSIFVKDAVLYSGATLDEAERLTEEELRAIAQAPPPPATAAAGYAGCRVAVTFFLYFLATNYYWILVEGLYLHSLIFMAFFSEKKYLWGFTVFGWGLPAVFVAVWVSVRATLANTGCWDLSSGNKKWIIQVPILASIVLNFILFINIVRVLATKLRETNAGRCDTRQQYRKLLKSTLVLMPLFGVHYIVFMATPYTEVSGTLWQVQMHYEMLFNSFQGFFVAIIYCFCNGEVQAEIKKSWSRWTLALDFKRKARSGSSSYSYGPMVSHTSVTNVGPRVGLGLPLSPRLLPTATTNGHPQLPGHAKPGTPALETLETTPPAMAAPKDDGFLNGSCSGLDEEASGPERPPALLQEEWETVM
#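 HEK-293-derived GP2 cells expressing PTHR1 and a GloSensor cAMP reporter, 3,000/well, plated overnight, given luciferin plus IBMX (each 0.5 mM as added) for 1 h at 37 °C, then compound for 1 h at 37 °C. Luminescence was read after 15 min at room temperature.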
# Abeta yeast res – qHTS for compounds that reverse cellular toxicity of Amyloid beta (A-beta) peptide in yeast: Primary Screen; 410,000 tested, 0.063% active; yeast expressing A-beta42, growth rescue, OD600, 48 h; response scale: 0% DMSO, 100% iron-clioquinol control; AID 1347071, 2019; Potency, µM (highest dose often 46.1 µM), for inactives: at the top dose growth rescue, actives largely listed as activators; further: potency means the concentration at half of the fitted maximal effect; nearly all actives have a fitted effect of over 55% in size
#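 Growth rescue measured by 600 nm absorbance after 48 h yeast culture at 30 C with compound. Values normalized between DMSO and an equimolar ferric chloride plus clioquinol control.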
# GLP-1R inv ag – qHTS of GLP-1 Receptor Inverse Agonists (Inhibition Mode) | Glucagon-like peptide 1 receptor (Homo sapiens), P43220 | HEK293 GLP-1R CRE-luciferase, luminescence, 24 h; GLP-1R form is constitutively active | Potency, µM (doses to about 38.3 µM), inactives show at the highest dose activity change, negative = inhibition, most hits filed as inhibitors | 410,000 tested, 1.6% active; further: potency means the concentration at half of the fitted maximal effect; on the % scale 0 is the no-effect control and ±100 the full control effect; nearly all actives have a fitted effect of over 55% in size
# Target sequence (P43220 whole entry, looked up): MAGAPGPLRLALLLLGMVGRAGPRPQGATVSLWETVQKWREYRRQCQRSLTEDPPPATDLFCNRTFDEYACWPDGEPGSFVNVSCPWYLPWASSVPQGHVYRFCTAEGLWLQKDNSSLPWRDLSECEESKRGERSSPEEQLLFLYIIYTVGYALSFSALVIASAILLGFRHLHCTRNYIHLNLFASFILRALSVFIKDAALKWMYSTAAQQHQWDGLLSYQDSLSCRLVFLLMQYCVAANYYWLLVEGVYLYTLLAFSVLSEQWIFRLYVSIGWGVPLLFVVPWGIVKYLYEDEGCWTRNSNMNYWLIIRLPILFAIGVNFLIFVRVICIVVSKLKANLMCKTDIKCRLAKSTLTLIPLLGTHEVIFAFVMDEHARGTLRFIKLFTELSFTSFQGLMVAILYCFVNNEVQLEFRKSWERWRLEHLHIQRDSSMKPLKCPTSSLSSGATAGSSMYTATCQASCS
#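 Using stably transfected HEK293 (constitutively active GLP-1R, cAMP-luciferase reporter), compounds were incubated 24 hr and luciferase measured by luminescence.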
# Mm-Cpn inhibitor – Inhibitors of TCP-1 ring complex (TRiC) of Methanococcus maripaludis (MmCpn): qHTS | 330,000 tested, 0.031% active | Chaperonin Mm-Cpn (Methanococcus maripaludis) | Potency, µM (series often up to 76.9 µM), inactives show at the top dose activity, negative = inhibition, most hits filed as inhibitors | AID 504842, 2011 | purified Mm-Cpn ATPase, ADP Transcreener TR-FRET; further: potency means the concentration at half of the fitted maximal effect; on the % scale 0 is the no-effect control and ±100 the full control effect; nearly all actives have a fitted effect of over 80% in size
#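 Quantitative HTS used 25 nM Mm-CPN and 10 uM ATP in magnesium/KCl Tris buffer, pH 7.4, with 1 mM DTT. Hydrolysis ran 30 min at 37°C; ADP was read by HTRF.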
# An asterisk follows results filed as active; i = inactive; ? = inconclusive; . = no result given; [ ] = remark or other dose. Unless noted, the call rests on the fitted dose curve; in most records, active means well fitted curve in the direction sought with a large enough effect; inconclusive means small, poorly fitted or top-dose-only effect, or another doubt; inactive means no such curve, though single readings can be large; an effect the other way counts as inactive or inconclusive. An excerpt; count on the stated rates, not on these rows.
SMILES,aSyn rescue,HEK293 tox,Akt phos inh,TDP43 rescue,FUS yeast rescue,PTHR1 ag,Abeta yeast res,GLP-1R inv ag,Mm-Cpn inhibitor
O=C(CSc1nc2ccccc2s1)CSc1nc2ccccc2s1,-5.5%,19.0%,i,-13.8%,39.0%,-8.9%[57.5 µM],-29.0%,-1.3%,-7.9%
COc1cc(-c2nnc(SCC(=O)c3ccc(C)cc3)o2)cc(OC)c1OC,9.9%,7.1%,.,-11.3%,30.9%,i,16.8%,0.0%,-0.8%
CC(C)COC(=O)C(C)Nc1n[nH]c(=S)[nH]c1=O (configuration not stated),-0.9%,-3.0%,i,-14.0%,20.2%,?,-4.5%,-3.6%,0.7%
Cc1ccc(SCCNCc2ccco2)cc1,-1.2%,2.6%,i,18.7%,-21.6%,i,-2.5%,-26.5%,-2.9%
CCOC(=O)c1c(C=O)c2ccccc2n1CC,-10.0%,-6.4%,i,24.6%,-44.4%,i,-3.7%,12.6%,2.5%
O=C(Nc1cccc(Cl)c1)Nc1nnc(-c2ccccc2)o1,-12.5%,-14.1%,i,-5.9%,-7.2%,-1.6%[57.5 µM],8.3%,2.7%,1.8%
CCN(CC)c1nc(-c2ccc(C(=O)NN)cc2)nc(-c2ccc(C(=O)NN)cc2)n1,-4.7%,9.5%,i,-16.3%,?,-18.8%,-22.1%,0.7%,1.5%
COc1cccc(NC(=O)Cc2nnc(SCC(=O)NC3CCCCC3)n2C)c1,6.1%,6.9%,i,-40.8%[inhibitor],22.3%,13.2%,-15.6%,2.3%,0.5%
Cc1cc2c(cc3c(SCc4cccc(F)c4)nnc(C)n32)o1,.,0.8%,.,29.0%,?,-16.3%,-14.1%,-14.7%,.
CCCCn1c(O)c2n(c1=O)Cc1ccccc1N=C2c1ccc(OC)cc1,1.0%,-8.4%,i,29.6%,-22.1%,-5.2%,-7.7%,-11.0%,.
Brc1ccc2nc(-c3ccco3)c(Cc3ccsc3)n2c1,5.9%,-2.3%,i,3.16µM*,8.9%,-15.2%,-62.3%[inhibitor],-12.0%,.
Cc1ccc(CSc2nnc3[nH]c(=O)cc(-c4ccccc4)n23)cc1,.,-0.4%,.,12.6%,-8.9%,-11.1%,12.5%,-6.2%,.
Cc1ccsc1C(=O)NNC(=O)COc1ccccc1Cl,0.6%,15.8%,i,?,-11.5%,i,-8.8%,9.7%,0.1%
COc1ccc(S(=O)(=O)NCCC(=O)OCC(=O)c2ccc[nH]2)cc1[N+](=O)[O-],-3.2%,2.2%,i,-11.2%,-12.1%,-24.2%,-13.5%,13.6%,-2.3%
C=CCNC(=O)CC1C(=O)NCCN1Cc1c(F)cccc1Cl (configuration not stated),0.7%,2.5%,i,1.6%,-16.3%,i,7.8%,11.7%,-3.3%
O=C(C(=O)N1CCN(c2ccncc2)CC1)c1cccc(Br)c1,15.2%,-2.4%,i,-0.3%,-5.8%,i,7.4%,?,.
COc1ccc(C(=O)NCCS(=O)(=O)NCc2ccc(F)cc2)cc1,-0.7%,-7.0%,i,-18.4%,25.2%,i,-9.0%,-10.8%,-0.2%
CCN(CC)CCNC(=O)c1cc2c(=O)[nH]c3ccc(C)cc3c2s1,.,24.5%,.,-1.8%,-25.2%,?,-6.1%,6.7%,.
Cc1ccc(Br)c(NS(=O)(=O)c2cccc(C(=O)N3CCNC(=O)C3)c2)c1,0.9%,4.0%,i,2.0%,.,i,-4.8%,19.5%,1.3%
O=c1[nH]cnc2ncc(-c3ccc(O)cc3)nc12,1.5%,-0.6%,i,8.7%,18.6%,?,-13.0%,6.9%,.
O=C(NC1CCCN(Cc2ccc(Cl)cc2)C1)c1ccccc1-c1ncc[nH]1 (configuration not stated),4.0%,0.3%,i,-16.1%,11.6%,i,-3.6%,-17.0%,0.2%
COc1ccc(NS(=O)(=O)c2cc(NC(=O)c3ccc(C)s3)ccc2N2CCOCC2)cc1,-0.8%,0.0%,i,-4.3%,41.4%,-2.5%,-6.0%,-25.7%,-15.0%
CCc1nc(N[C@H](C(=O)O)C(C)CC)c2oc3ccccc3c2n1 (some centres not stated),0.0%,-0.5%,i,11.5%,13.4%,-6.7%[57.5 µM],4.8%,0.5%,-2.4%
O=C(Nc1ccccc1C(=O)N1CCCCC1)c1cc(F)c(F)cc1Cl,-0.6%,29.7%,i,-11.4%,.,9.4%,-13.8%,9.8%,-1.8%
Cc1ccc(-c2noc(-c3cc(C(C)(C)C)nn3Cc3ccccc3)n2)cc1,-0.1%,-1.3%,i,-2.1%,-3.6%,-28.6%,0.4%,3.7%,0.9%
# Following part.
SMILES,aSyn rescue,HEK293 tox,Akt phos inh,TDP43 rescue,FUS yeast rescue,PTHR1 ag,Abeta yeast res,GLP-1R inv ag,Mm-Cpn inhibitor
CCN(CC)S(=O)(=O)c1ccc(NS(=O)(=O)c2cccs2)cc1,4.9%,-7.6%,i,-4.0%,3.0%,-1.0%,4.2%,7.5%,-0.1%
COc1ccc(NC(=O)c2cnc3sc(N4CCOCC4)nn3c2=O)c(OC)c1,.,-9.3%,.,-2.8%,9.1%,-2.7%,-11.4%,5.1%,.
O=C(COC(=O)CNS(=O)(=O)c1cccc(Br)c1)NC(=O)Nc1ccc2c(c1)OCCO2,-17.1%,-4.1%,i,?,-20.9%,-14.0%,20.7%,18.7%,0.5%
COc1ccc(Nc2cc(C(=O)NCCCN(C)C3CCCCC3)c3ccccc3n2)c(OC)c1,.,?,.,2.6%,-14.9%,i,-2.9%,?,.
Cc1cccc(N(C(=O)Cc2cccs2)C(C(=O)NC2CCCC2)c2ccsc2)c1 (configuration not stated),4.1%,3.0%,i,-16.0%,-10.8%,12.3%[57.5 µM],2.8%,0.0%,0.0%
O=c1cc(CO)oc(CN2CCC(Cc3ccccc3)CC2)c1O,-1.3%,-6.7%,i,3.0%,-5.5%,-3.7%[57.5 µM],-16.0%,3.4%,0.5%
CCc1nnc(NC(=O)c2ccc(Cl)nc2)s1,-0.2%,-12.4%,i,6.0%,22.7%,i,1.6%,2.5%,0.5%
COc1ccc(CNC(=O)CN2C(=O)COc3ccc(S(=O)(=O)N4CCCC4)cc32)cc1,-4.5%,-18.2%,i,12.6%,3.6%,i,-1.8%,-26.8%,0.5%
COc1cccc(NC(=S)N(CCCN2CCOCC2)Cc2cn(C)c3ccccc23)c1,?,-7.3%,i,1.4%,?,i,0.4%,?,2.4%
CCCCC/C=N/NC(=O)c1[nH]c2ccc([N+](=O)[O-])cc2c1C,1.4%,-10.6%,i,-2.2%,31.6%,-4.8%,9.0%,?,0.9%
COc1ccc2[nH]cc(CCNC(=O)C3CCCO3)c2c1 (configuration not stated),-5.7%,-6.0%,i,-7.3%,26.4%,-61.9%[inhibitor],-15.4%,0.9%,-1.2%
CCOC(=O)c1c(C)c(C(=O)NC2CCCCCC2)c(C)n1C,5.3%,2.6%,i,0.4%,18.2%,11.2%[57.5 µM],15.7%,-4.8%,-5.9%
NC(N)=NS(=O)(=O)c1ccc(NC(=S)NC(=O)/C=C/c2cccs2)cc1,-2.6%,-8.0%,i,-16.7%,8.2%,-3.7%,-6.1%,4.6%,-7.7%
COc1ccc(NC(=O)N2CCC(NC(=O)c3ccco3)CC2)cc1,0.4%,9.5%,i,0.0%,4.0%,-39.6%[inhibitor],-2.1%,7.1%,-0.7%
O=C(Cc1ccc(F)cc1)N(c1ccc(F)cc1)C1C=CS(=O)(=O)C1 (configuration not stated),-1.7%,?,i,-7.0%,-5.8%,i,12.5%,-0.2%,0.1%
O=C(c1cccc(N2CCNC2=O)c1)N1CCCC(Nc2cccc(F)c2)C1 (configuration not stated),3.8%,2.9%,i,2.7%,6.4%,i,-3.2%,22.4%,-0.8%
CCc1nc2ccc(C(=O)Nc3cccc(OCC(=O)N(C)C)c3)cn2c1N(C)C(=O)c1ccncc1,-8.1%,3.3%,i,-4.9%,-5.2%,i,-11.0%,11.1%,.
CCc1ccc2oc(C(=O)Nc3c(C)n(C)n(-c4ccccc4)c3=O)cc(=O)c2c1,.,7.9%,.,22.7%,15.2%,-17.0%,-12.7%,3.0%,.
Cc1cc(-c2ccccc2)nn1-c1nc2c(c(=O)[nH]c(=O)n2C)n1C,-0.7%,12.0%,i,17.8%,.,i,-1.4%,-14.6%,-1.3%
Clc1ccccc1Nc1nc(-c2cccnc2)cs1,-9.0%,10.2%,i,6.3%,8.9%,-23.2%,-11.4%,-29.4%,-0.7%
CCCn1c(SCc2ccon2)nc2ccccc2c1=O,0.7%,8.2%,i,?,11.0%,-8.8%[57.5 µM],-3.3%,?,-0.2%

# Bioassay records deposited in PubChem by National Center for Advancing Translational Sciences (NCATS).
